Source: PubChem (The Scripps Research Institute Molecular Screening Center)
FBW7 act = human FBW7 E3 ligase activation, primary screen; AID 1259310; hit rate 0.13% among 650,000; AlphaScreen FBW7–phospho-cyclin E peptide binding, activator screen; Q969H0; normalized activity (activation), % at 26.1 µM; in the data active = normalized activity above about 1.9%;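 note: purified mutant Fbw7 with reduced substrate affinity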
MITF inh = inhibitors of human MITF. inhibition, % at 2.6 µM. hit rate 0.91% among 650,000. O75030. AlphaScreen MITF homodimerization, bead proximity signal; in the data active = inhibition above about 50%;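 note: 0% = vehicle wells with protein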
Target sequence (O75030 whole entry, looked up): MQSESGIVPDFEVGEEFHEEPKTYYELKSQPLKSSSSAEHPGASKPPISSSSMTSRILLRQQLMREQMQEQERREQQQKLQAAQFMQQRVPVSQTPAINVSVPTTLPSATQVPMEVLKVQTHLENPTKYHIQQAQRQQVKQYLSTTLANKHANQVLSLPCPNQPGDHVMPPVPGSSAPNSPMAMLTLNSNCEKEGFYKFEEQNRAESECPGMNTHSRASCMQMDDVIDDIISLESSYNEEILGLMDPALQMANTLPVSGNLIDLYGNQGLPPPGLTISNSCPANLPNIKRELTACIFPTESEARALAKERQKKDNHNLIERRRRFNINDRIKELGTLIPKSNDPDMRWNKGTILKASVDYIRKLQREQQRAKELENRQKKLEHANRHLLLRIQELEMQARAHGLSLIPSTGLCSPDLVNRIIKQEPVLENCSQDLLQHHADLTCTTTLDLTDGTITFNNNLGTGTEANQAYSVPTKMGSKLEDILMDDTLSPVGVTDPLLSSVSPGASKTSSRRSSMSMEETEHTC
TEAD-YAP inh = TEAD-YAP interaction inhibition; inhibition, % at 9.12 µM; hit rate 1.4% among 640,000; HEK-TIYL cells, TEAD-Gal4/YAP UAS-luciferase luminescence; in the data active = inhibition above about 32%;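 note: 0% = median of test compound wells and 100% = reference inhibitor wells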
GPR151 activ = activators of human GPR151; Q8TDV0; PathHunter beta-arrestin GPR151 cells, luminescence; activation, % at 11.2 µM; hit rate 1% among 650,000; in the data active = activation above about 4.9%;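 note: 0% = median of compound wells and 100% = cells with positive control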
Target sequence (Q8TDV0 whole entry, looked up): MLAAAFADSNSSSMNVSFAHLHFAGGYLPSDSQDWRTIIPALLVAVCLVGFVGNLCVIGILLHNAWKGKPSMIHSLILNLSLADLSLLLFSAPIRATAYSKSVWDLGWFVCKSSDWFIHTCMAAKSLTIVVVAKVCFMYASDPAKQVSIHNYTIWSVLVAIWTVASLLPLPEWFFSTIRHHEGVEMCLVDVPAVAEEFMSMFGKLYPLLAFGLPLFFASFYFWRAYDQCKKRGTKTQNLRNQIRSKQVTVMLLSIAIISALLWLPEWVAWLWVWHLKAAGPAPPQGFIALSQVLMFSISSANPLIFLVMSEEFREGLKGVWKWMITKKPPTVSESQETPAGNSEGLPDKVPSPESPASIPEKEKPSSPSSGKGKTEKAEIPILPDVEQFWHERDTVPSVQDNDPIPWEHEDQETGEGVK
An asterisk follows results filed as active; · = no result given; & = joins results of further samples.

SMILES	FBW7 act	MITF inh	TEAD-YAP inh	GPR151 activ
COC(=O)C1=C(C)NC2=C(C(=O)CC(c3ccc(OC)cc3)C2)C1c1cccc([N+](=O)[O-])c1 (configuration not stated)	0.6&0.1	20&17	16&19	-1.6&0.0
O=C1NC(=O)N(c2ccc([N+](=O)[O-])cc2)C(=O)/C1=C/c1ccc(Br)cc1	0.1	6	4	2.0
C[C@H](CCCO)[C@H]1CC[C@H]2[C@@H]3[C@H](O)C[C@H]4C[C@H](O)CC[C@]4(C)[C@H]3C[C@H](O)[C@]12C	·	2	·	0.8
O=C(CN(Cc1ccccc1)S(=O)(=O)c1ccccc1)N1CCCCCC1	0.0	-4	4	2.4
CC(C)(C)c1ccc(C(=O)Nc2ccc(NC(=O)c3cccs3)cc2)cc1	0.6	-3	3	1.5
Cc1ccsc1/C=N/NC(=O)C1CCCCN1C (configuration not stated)	0.0	13	0	0.7
COc1cc(C=Nc2ccc(S(=O)(=O)NCc3ccco3)cc2)cc(OC)c1OC	0.0	5	-2	-0.1
CCN(CC)c1ccc(C(=O)OCC(N)=O)cc1	0.7	22	10	1.4
O=C(c1cccnc1)C1CCN(C(=O)c2cc(-c3ccco3)on2)CC1	-0.1	-12	-7	-0.5
CN(C)S(=O)(=O)N1CC=C(c2ccc(F)cc2)CC1	0.8	14	6	-1.6
COc1ccccc1Nc1cc(C(=O)NCCN2CCOCC2)c2ccccc2n1	0.4	-16	0	1.2
COc1ccc(-c2cc(C(=O)Nc3cccc(C(C)=O)c3)c3ccccc3n2)cc1OC	0.1	-2	11	0.6
CCc1ccc2[nH]c(=O)c(CN(CCCO)C(=O)Nc3ccc(F)cc3)cc2c1	0.0	10	2	-0.6
COc1cc(Nc2nc(N3CCCC3CO)ncc2C)cc(OC)c1OC (configuration not stated)	-0.1	14	-5	1.2
Cn1cc(SCC(=O)N2CCCc3ccccc32)c2ccccc21	0.0	0	-38	-0.2
OCCC1CN(Cc2cccn2-c2cccnc2)CCN1Cc1ccsc1 (configuration not stated)	0.4	-2	-2	1.6
O=C(N/N=C/c1ccc(O)cc1O)c1cccc(S(=O)(=O)Nc2ccc(Cl)cc2)c1	-0.5	1	-5	0.5
CS(=O)(=O)Nc1ccc(C(=O)Nc2ccccc2F)cc1	0.1	2	-3	-1.5
Cc1cccc(C(=O)Nc2cc(-c3nc4ccccc4o3)ccc2C)c1	-0.2	0	4	0.7
COc1ccc(C)cc1NC(=O)C1CCN(S(=O)(=O)c2cccc3cccnc23)CC1	-0.2	-6	6	0.3
Cc1cccc(-c2nc(Cn3c(=O)n(C(C)C)c(=O)c4ccccc43)c(C)o2)c1	0.1	2	-3	1.3
CCC1CN(CC(=O)NCCc2cccnc2)Cc2cc(OC)ccc2O1 (configuration not stated)	0.0	9	-3	-1.1
CCc1nc(C)cn1S(=O)(=O)c1ccc(F)cc1	0.2	2	3	0.8
NNc1ccc2nnc(C(F)(F)F)n2n1	0.7	17	8	0.3
COc1cccc(NC(=O)C2C3/C=C\CCCCC32)c1 (configuration not stated)	0.1	7	-39	-1.5

(next part)
SMILES	FBW7 act	MITF inh	TEAD-YAP inh	GPR151 activ
O=C(/C=C/C(=O)OCC(F)(F)C(F)F)NCCc1ccccc1	0.8	6	-2	-1.8
O=[N+]([O-])/C(C(Cl)=C(Cl)Cl)=C1\NCCO1	0.0	-3	-2	0.7
CCOc1cc(C=C2C(=O)N(C)C(=O)N(C)C2=O)c(Br)cc1O	-0.8	9	8	-1.3
CC(C)C1=CC(=Nc2ccc(S(N)(=O)=O)cc2)C=C(C(C)C)C1=O	0.0	4	8	14*
CCOC(=O)C1=C(C)N=c2s/c(=C/c3cc(Br)c(O)c(Br)c3)c(=O)n2C1c1ccccc1 (configuration not stated)	-0.2	-4	-7	0.2
Cc1cc(C)c(NC(=O)c2cc(S(=O)(=O)NCCc3ccc(Cl)cc3)ccc2F)c(C)c1	-0.1	2	-4	-0.3
Cc1ccc(N(C(=O)c2ccccc2O)C2(C(=O)Nc3ccccc3)CCCCC2)cc1	0.6	-5	12	-1.1
COc1ccc(NC(=O)Nc2cccs2)cc1OC	0.0	-3	-19	0.0
CCOC(=O)c1ccc2ncc(C(=O)OCC)c(Nc3cccc(C(=O)OC)c3)c2c1	0.1	4	-6	-0.2
c1ccc(-c2cnc(-c3ccncc3)nc2C2CCCN(Cc3ccoc3)C2)cc1 (configuration not stated)	0.0	6	0	0.0
C=CCn1c2cc(C)oc2c2cnn(CC(=O)N3CCN(C(C)=O)CC3)c(=O)c21	-0.1	-7	-2	0.3
CCCOc1ccc(C2C(C(=O)OCCSCC)=C(C)NC3=C2C(=O)CC(C)(C)C3)cc1OC (configuration not stated)	0.1	-11	6	0.1
COc1ccc(S(=O)(=O)NC(CC(=O)N2CCc3ccccc32)c2ccco2)cc1 (configuration not stated)	0.0	21	-7	0.6
O=C(CSc1ccnc(=O)[nH]1)Nc1ccc(F)cc1F	0.2	9	5	1.7
CCOc1ccccc1C(=O)Nc1cccc2ccccc12	0.0	8	-1	-0.1
COc1ccc(-c2ocnc2C(=O)Nc2cc(C)nc3ccccc23)cc1OC	0.4	18	1	-0.7
CN(C)CCNC(=O)COc1ccc(C23CC4CC(CC(C4)C2)C3)cc1	0.0	-13	-3	0.8
COCC(=O)Nc1ccc2c(c1)N(C)C(=O)C(C)(C)CO2	0.2	20	1	0.7
COc1ccc(-n2c(/C=C3\C(=O)Nc4ccc(C)cc43)nc3ccccc3c2=O)cc1	0.1	7	-2	-1.6
N#CC1=C(N)Oc2n[nH]c(-c3ccccc3)c2C1c1ccc(Cl)c(Cl)c1 (configuration not stated)	0.4	0	-9	-0.8
O=C(Nc1ccc(F)cc1)Nc1ccc(CN2CCN(c3ccccn3)CC2)cc1	-0.2	4	-51	-1.0
CCC(c1nnnn1CCOC)N1CCN(c2cccc(C(F)(F)F)c2)CC1 (configuration not stated)	-0.3	4	3	0.7
CC(OC(=O)CCCOc1ccccc1)C(=O)NC(N)=O (configuration not stated)	0.1	-8	-4	0.2
O=C(CSc1nnc2c(n1)[nH]c1ccccc12)Nc1ccccc1	0.0	7	-33	0.6
COc1ccc(CCNC(=O)COc2cccc3ccccc23)cc1	0.1	7	-4	2.1

(next part)
SMILES	FBW7 act	MITF inh	TEAD-YAP inh	GPR151 activ
O=CN(/C=C1\Sc2ccccc2C1=O)Cc1ccccc1	0.1	1	0	0.5
COc1ccc(C2=NN(CCC(=O)NCCc3ccc(OC)c(OC)c3)C(=O)CC2)cc1	-0.1	-1	-1	0.5
COc1cccc(CNC(=O)Cn2ncn3cccc3c2=O)c1OC	-0.5	7	-9	-1.1
CCOc1ccccc1-c1nnc(SCC(=O)Nc2ccccc2)o1	1.3	8	11	-1.3
O=C(CCc1ccccc1)NNC(=O)C1CC1(c1ccccc1)c1ccccc1 (configuration not stated)	0.9	20	-2	-0.8
COc1cccc(CN2CCNC(=O)C2CC(=O)N(C)CCc2ccccn2)c1 (configuration not stated)	-0.1	7	15	-0.7
COc1ccc(N2CCn3c(SCc4cccc(C)c4)nnc32)cc1	1.9*	-4	8	-0.5
Cn1cc([N+](=O)[O-])c(C(=O)Nc2cccc([N+](=O)[O-])c2)n1	0.5	16	-17	-1.5
Cc1ccccc1NC(=O)N1CCCC1C(=O)NC1CCCC1 (configuration not stated)	-0.1	-4	1	0.0
COC(=O)c1ccc(N/C=C\C(=O)c2ccc(C)cc2)cc1	0.1	11	-6	-0.4
CCCOC(=O)c1c(NC(=O)OC)sc2c1CCC(C)C2 (configuration not stated)	1.2	13	-4	6.0*
CCOC(=O)C1=C(C)NC2=C(C(=O)C(C(=O)OC)C(C)C2)C1c1cc2c(cc1[N+](=O)[O-])OCO2 (configuration not stated)	-0.5	8	3	3.8
Cc1cccc(NC(=O)c2c(O)c3c([nH]c2=O)CCCC3)c1	0.0	8	-23	-0.2
NC(=O)c1ccc(-c2nc3ccc(C(=O)NCCCN4CCCC4=O)cc3s2)cc1	0.0	5	-29	0.0
COCCCNC(=S)N1CCC(NC(=O)c2ccccc2C)CC1	0.7	10	3	-0.4
Cc1c(C(=O)Nc2ccc(C(F)(F)F)cc2)sc2ncnc(N3CCC(C)CC3)c12	-0.1	5	9	1.5
CCC(C)C(=O)Nc1nnc(SCC(=O)NC2CCCCC2)s1 (configuration not stated)	0.3	1	3	0.2
Cn1c(=O)c(C(=O)CS(=O)(=O)O)c2c3c(cccc31)C(=O)c1ccccc1-2	0.0	-4	4	0.0
COc1cccc(C2c3[nH]c4ccccc4c3CCN2C(=O)c2cnc(C)cn2)c1OC (configuration not stated)	-0.2	4	-6	-0.2
CCC1CN(CCNC(=O)CCN2CCCCC2=O)Cc2cc(OC)ccc2O1 (configuration not stated)	0.3	0	1	-0.9
Nc1cc(N)nc(SCCOc2ccc(Br)cc2)n1	0.0	14	-30	3.6
COc1cccc(/C=N/NC(=O)/C(=C\c2cccs2)NC(=O)c2ccccc2)c1O	-0.2	-66	15	6.2*
CCCNC(=O)n1ccc(C(=O)N2CCOCC2)n1	-0.1	-6	-4	-0.2
CN(Cc1nc(-c2ccccn2)no1)S(=O)(=O)c1ccc(Br)cc1	0.0	1	7	0.5
O=C(Nc1ccc(Oc2ccccc2)cc1)c1csc(-c2cccs2)n1	-0.1	18	-19	-0.6

Next part.
SMILES	FBW7 act	MITF inh	TEAD-YAP inh	GPR151 activ
CC(=O)Nc1ccc(C(=O)CSc2ncccc2-c2nc3ccccc3[nH]2)cc1	0.1	11	-15	-0.1
CCCCc1ccc(-c2nc(C=Nc3cccc(Cl)c3)c(O)o2)cc1	0.0	-9	5	-1.3
CCOCCCNC(=O)c1ccc(COc2cccc3c2OC(C)(C)C3)cc1	0.1	-2	12	1.4
CN(CCC(=O)N1CCC(CO)(CCOc2ccccc2)CC1)C1CCS(=O)(=O)C1 (configuration not stated)	0.1	-2	8	-0.2
COc1ccccc1NC(=O)CSc1ncccc1C(=O)NCCC1=CCCCC1	0.1	10	-10	-0.9
Cc1ccc(N2C(=O)c3cccc([N+](=O)[O-])c3C2=O)cc1Cl	0.0	-1	0	0.0
O=C1c2ccc([N+](=O)[O-])cc2C(=O)N1c1ccc([N+](=O)[O-])cn1	0.0	5	7	0.0
CCOc1ccc(/C=c2/sc3ncnn3c2=O)cc1OCC	0.0	6	0	-0.4
C/C(=C\c1ccccc1)c1nnc2[nH]c(=O)n(C)c(=O)c2n1	-0.1	2	-23	-4.3
O=C(c1ncoc1-c1cccs1)N1CCN(c2nc3ccccc3s2)CC1	-0.3	7	6	1.0
CN(Cc1cccc(F)c1)S(=O)(=O)c1ccc(Cl)c([N+](=O)[O-])c1	-0.2	1	-5	0.0
CCCCn1c(C(=O)Nc2ccc3c(c2)OCO3)cc2c(=O)n(C)c(=O)n(C)c21	0.1	16	7	-0.7
NC1=NC(=O)/C(=C\c2ccc(Br)cc2)S1	0.0	5	-29	-0.9
Cc1ccc(-c2csc(NC(=O)c3cccc([N+](=O)[O-])c3)n2)cc1C	-0.1	-6	9	0.7
Cc1cccc(Oc2c(C(F)(F)F)oc3cc(OCC(=O)OCCC(C)C)ccc3c2=O)c1	-0.2	0	-5	0.2
O=C(CC1SC(=O)NC1=O)Nc1ccccc1O (configuration not stated)	-0.1	-11	3	-0.4
O=C(O)CC(C(=O)O)c1ccccc1[N+](=O)[O-] (configuration not stated)	0.6	9	10	0.4
COCCN(C(=O)C1CCCCC1)c1nnc(-c2cccnc2)s1	0.1	-4	-15	-0.5
CCc1ccc(C(=O)N[C@H]2C[C@H]3C(=O)N[C@@H](CCCCN)C(=O)N3C2)cc1	0.9	21	10	-0.6
O=C1NCC(COc2ccc(Cl)cc2)O1 (configuration not stated)	0.0	0	-8	-0.5
O=C(CN1CCOCC1)NN1C(=O)c2cccc3cccc(c23)C1=O	0.1	14	5	0.7
COc1ccc(NC(=O)CN2C(=O)C(=O)c3ccccc32)cc1Cl	-0.2	5	19	-0.6
CCOCCCNC(=O)CN1CCN(c2ccc(F)cc2)CC1	-0.1	15	10	1.7
S=c1[nH]nc(-c2cccnc2)n1/N=C/c1cccc2ccccc12	0.1	0	-1	1.7
CN(C)C(CNc1ccc(S(=O)(=O)N2CCCCC2)cc1[N+](=O)[O-])c1ccco1 (configuration not stated)	0.1	22	0	-0.2
C=CCC(O)(CC=C)CNC(=O)CCc1nnc(Cc2cccc(C)c2)o1	0.6	17	-10	-0.8
